Bioassay records: PubChem BioAssay, several laboratories
ZTA DNA inh – counter-screen for EBNA-1 inhibitors: inhibitors of Epstein-Barr virus ZTA | P03206 | ZTA-DNA binding, fluorescence polarization | inhibition, % at 11 µM | 0.15% of 320,000 active | AID 2234; in the data active = inhibition above about 33%
PP5 primary – inhibitors of human protein phosphatase 5 (PP5); AID 1987; P53041; 0.18% of 320,000 active; inhibition, % at 6.7 µM; purified PP5c, OMFP substrate fluorescence;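 active = inhibition above the campaign's mean inhibition across all tested compounds plus 3 SD, cut at about 9.5% in these data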;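 also: 0% = DMSO only and 100% = 100 µM cantharidin control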
Target sequence (P53041 whole entry, looked up): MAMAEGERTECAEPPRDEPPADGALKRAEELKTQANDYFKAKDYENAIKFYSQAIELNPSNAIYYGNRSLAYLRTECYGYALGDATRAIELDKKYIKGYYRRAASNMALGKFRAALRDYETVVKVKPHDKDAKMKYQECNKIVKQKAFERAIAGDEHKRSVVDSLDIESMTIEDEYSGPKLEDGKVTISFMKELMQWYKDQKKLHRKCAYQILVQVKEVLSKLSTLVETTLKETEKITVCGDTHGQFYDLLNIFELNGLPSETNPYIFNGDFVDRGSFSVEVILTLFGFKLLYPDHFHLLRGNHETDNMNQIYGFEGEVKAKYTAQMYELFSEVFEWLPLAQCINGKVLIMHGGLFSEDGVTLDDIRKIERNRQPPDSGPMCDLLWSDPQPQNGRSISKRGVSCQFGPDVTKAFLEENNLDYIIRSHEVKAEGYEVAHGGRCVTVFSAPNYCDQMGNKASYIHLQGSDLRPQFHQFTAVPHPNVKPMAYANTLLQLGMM
CTSL1 counter – cathepsin L1 inhibition, PFM18AAP counter-screen | recombinant F. hepatica cathepsin L1, Z-Leu-Arg-MCA fluorescence | inhibition, % at 5.96 µM | 0.49% of 300,000 active;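 active = inhibition above the mean of all tested compounds plus 3 SD, set per screening campaign, cut at about 17% in these data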;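 also: 0% = plate median of test compound wells and 100% = 1 µM Z-Phe-Ala-diazomethylketone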
core dimer inh – HCV core protein dimerization inhibition. TR-FRET GST/Flag-core106 dimerization, 1536-well. inhibition, % at 5 µM. 0.33% of 300,000 active. AID 1899;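 active = inhibition above the mean of all tested compounds plus 3 SD, set per screening campaign, cut at about 45% in these data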
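Assay system: tagged HCV core106 pair (GST and Flag); medium: KF-containing HEPES buffer, pH 7.45, DTT, CHAPS, BSA; also added: Eu donor and XL665 acceptor anti-tag antibodies; dosing: 5 µM single dose; timing: compound-protein-antibody incubation 4 h at 22.5 °C; signal: TR-FRET 671 and 617 nm emission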
PP1 inh – PP1-alpha (human) inhibition in PP5 counter-screen | purified PP1alpha, OMFP fluorescence | inhibition, % at 6.7 µM | 0.9% of 320,000 active;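 active = inhibition above the mean inhibition of all tested compounds plus 3 SD, computed separately for each screening campaign, cut at about 15% in these data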
Target sequence (P62136 whole entry, looked up): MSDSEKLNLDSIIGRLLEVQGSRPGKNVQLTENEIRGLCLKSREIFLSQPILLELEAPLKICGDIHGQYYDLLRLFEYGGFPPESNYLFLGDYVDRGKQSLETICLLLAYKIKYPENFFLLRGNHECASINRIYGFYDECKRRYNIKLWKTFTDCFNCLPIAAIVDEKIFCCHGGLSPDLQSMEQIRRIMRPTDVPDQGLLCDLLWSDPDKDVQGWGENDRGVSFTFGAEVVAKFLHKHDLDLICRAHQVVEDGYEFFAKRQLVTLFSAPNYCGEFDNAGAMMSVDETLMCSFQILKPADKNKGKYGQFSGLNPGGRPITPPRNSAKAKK
EBNA-1 inh – blocks EBNA-1 binding to DNA. EBNA-1 DNA binding, fluorescence polarization. inhibition, % at 14.8 µM. 0.34% of 300,000 active. AID 1950; in the data active = inhibition above about 28%
TPT1 inhibitor – C. albicans TPT1 enzyme inhibition; AID 1962; recombinant caTPT1, FP RNA substrate dephosphorylation; 0.81% of 300,000 active; inhibition, % at 5 µM;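 active = inhibition above the mean of all tested compounds plus 3 SD, set per screening campaign, cut at about 24% in these data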;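 also: plate controls were DMSO alone for no effect and ferristatin control at 100 nM for full effect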
Efflux pump inh – antifungal efflux pump inhibition, Nile Red retention; S. cerevisiae Candida pump triplex; inhibition, % at 10 µM; 0.44% of 330,000 active; AID 485275;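 active = plate passing quality check with inhibition over a set limit, or well fluorescence over plate mean plus 4 SD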;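 also: Nile Red retained in pooled yeast measured as flow cytometry median fluorescence; 0% = buffer negative control and 100% = Enniatin B positive control; higher means more Nile Red kept so more efflux inhibition; some compounds called inactive have numbers as strong as hits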
PREPL inhibitor – human PREPL enzyme inhibition; Q4J6C6; recombinant PREPL, fluorescence polarization activity-based probe; inhibition, % at 5.96 µM; 0.68% of 320,000 active; AID 2751; in the data active = inhibition above about 43%;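 also: 0% = enzyme with DMSO and 100% = wells lacking enzyme; many of its hits are not listed in these tables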
Active calls of the source: *; . = no result given. Only part of the results is shown; the hit share may differ from the screen's.

SMILES	ZTA DNA inh	PP5 primary	CTSL1 counter	core dimer inh	PP1 inh	EBNA-1 inh	TPT1 inhibitor	Efflux pump inh	PREPL inhibitor
CC(c1ccon1)N(C)C(=O)CCc1nnc(C2(c3ccc(Cl)cc3)CCC2)o1 (stereo not given)	17	-2.5	-4	2	0	8	0	-0.1	2
CCC(C)NC(=O)c1cccc(C)c1 (stereo not given)	-3	-2.8	1	1	-4	-8	1	0.3	14
CCCNC(=O)N1CCN(Cc2ccco2)CC1	-15	1.1	-6	-1	-4	-3	-2	0.0	-6
OCCc1ccc(O)c(-n2nc3ccccc3n2)c1	12	-1.1	0	2	1	5	-8	-0.1	-4
CC[C@]1(c2ccccc2C)ON(c2ccccc2C(F)(F)F)C1=O	-8	0.9	.	.	-3	.	.	-0.3	15
Cc1ccc(Cc2nnc(SCC(=O)Nc3ccccc3)n(N)c2=O)cc1	-2	0.9	1	0	-2	-8	-1	0.0	0
Cc1ccc(S(=O)(=O)NCC(C)n2cncn2)cc1 (stereo not given)	-20	0.9	0	-7	0	-6	-1	-0.4	1
CC(C)c1ccc(O)c(NC(=S)NC(=O)c2cccnc2)c1	4	1.7	1	1	-1	-1	0	-0.1	5
CCc1ccccc1NC(=O)CSc1nnc(Cn2nnc3ccccc32)n1C	9	-0.5	-3	10	-3	-1	1	0.0	-4
Nc1ccn(C2CC(O)C(CO)O2)c(=O)n1 (stereo not given)	12	-2.2	-1	8	-2	2	-1	0.0	-1
CCOc1cccc(NC(=O)Cc2cccs2)c1	1	-0.7	-2	3	-1	0	3	-0.1	-5
CC(C)CSC1=NSC2=NC(=O)/C(=C\c3coc4ccccc4c3=O)C(=N)N12	0	-16	2	4	1	5	43*	0.0	10
Cc1ccc2c(c1)N(CC(=O)NC1CCCCC1)C(=O)c1cccnc1O2	-8	1.5	-1	0	-5	-6	1	0.0	-2
COC(=O)c1ccccc1NC(=O)CN1CCC(n2nnc3cc(C(F)(F)F)ccc32)CC1	4	2.4	-1	5	-1	-2	5	-0.1	8
O=C(O)c1cccc(S(=O)(=O)N2CCCC(c3nc4c(nnn4Cc4ccccc4Cl)c(=O)[nH]3)C2)c1 (stereo not given)	-10	2.1	1	4	-1	-14	2	0.1	-1
CCOc1c2ccc(C(=O)NCc3ccccc3OC)cc2nn1CC	0	1.4	-1	-2	5	-7	2	-0.1	3
COc1cc(C(=O)NC(=S)NNC(=O)c2cnccn2)cc(OC)c1OC	0	0.9	1	-8	10	-1	-2	-0.1	13
CS(=O)(=O)N(CC(=O)N1CCOCC1)c1cccc([N+](=O)[O-])c1	0	-1.4	-3	-2	3	-4	0	-0.2	-2
Cn1nc(-c2ccc3c(c2)OCCO3)c2ccccc2c1=O	-14	0.1	-1	-2	0	5	-1	0.0	-5
COC(=O)C1(NC(=O)NC2CCCCC2)CCCCC1	11	-2.1	-4	4	-6	4	2	0.1	-6
Cc1ccn2cc(CCNS(=O)(=O)c3ccc4ccccc4c3)nc2c1	-7	-0.1	30*	10	6	11	-1	1.7	-3
CCOc1ccc(NC(=S)/C(=C(\[O-])c2ccc(C)c([N+](=O)[O-])c2)[n+]2ccccc2)cc1	4	-0.5	2	23	3	8	0	0.0	17
CCN(CC(=O)Nc1c(F)cccc1F)C(=O)COc1ccc2c(C)cc(=O)oc2c1	-17	0.0	-9	-2	-1	0	-1	-0.1	8
Oc1csc(Cc2nc(-c3ccccc3F)cs2)n1	3	5.0	3	10	-2	-14	14	0.0	18
CC(C)C(=O)Nc1nnc(SCC(=O)Nc2ccc3c(c2)OCCO3)s1	13	13*	-6	-2	-10	-7	4	-0.1	-3
Cc1cnc(SCc2ccc(Cl)cc2Cl)[nH]c1=O	2	0.5	-2	-81	0	9	1	-0.1	13
O=c1cc(CSc2ccccc2)[nH]c(=S)[nH]1	1	-0.7	4	-5	-2	-3	4	0.1	-70
CC(=O)Nc1ccc(S(=O)(=O)NCC2CCC(C(=O)NCCC(C)C)CC2)cc1 (stereo not given)	-7	-2.4	1	-3	-2	0	-1	0.1	10
COc1ccc(/C=C/C(=O)c2ccc(NS(=O)(=O)c3ccc(C)cc3)cc2)cc1O	20	-0.2	0	15	2	3	-2	-0.1	10
COc1ccc(Cl)cc1NC(=O)C1Cc2ccccc2CN1S(C)(=O)=O (stereo not given)	-14	1.8	8	21	1	-8	3	-0.3	-8
COC(=O)c1ccc(NC(=O)NS(=O)(=O)c2ccc(C)cc2)cc1	22	-1.2	-1	5	-1	17	-1	0.0	-6
COC(=O)CSc1nc2ccccn2c(=O)c1C=O	-6	-2.1	0	-4	-1	-5	0	0.2	-5
Cc1cc(NC(=O)COC(=O)c2c(C)nn(-c3ccccc3)c2C)no1	-11	2.2	-3	0	1	2	-8	0.1	0
O=C(c1sc2ccccc2c1Cl)N1CCN(CCc2ccccn2)CC1	24	-1.3	0	9	-4	11	1	0.2	8
O=C(NCCN1CCCCC1)Nc1ccc(F)c(Cl)c1	1	0.3	2	-5	2	-7	1	0.0	11
CCc1ccc(NC(=O)C(C)OC(=O)/C=C/c2cccc([N+](=O)[O-])c2)cc1 (stereo not given)	0	1.0	-7	7	1	3	-1	0.5	4
CSc1ccc(/C=C/C(=O)OCC(=O)NC2CC2)cc1	-3	3.7	.	.	-2	.	.	-0.1	11
O=C(O)c1ccc(N/N=C/c2ccc3ncccc3c2)cc1	-20	-1.7	3	-26	0	8	-4	-0.1	8
COc1ccc(C2CC(c3ccc(C)cc3)=NN2C(=O)CCC(=O)O)cc1OC (stereo not given)	6	-0.7	-2	8	-5	0	-2	0.0	4
O=C(Nc1cc(C(F)(F)F)ccc1Cl)C(Sc1ccccn1)c1ccccc1 (stereo not given)	2	2.1	2	1	2	-6	2	0.1	11
CCCn1c(SCC(=O)Nc2ccc3c(c2)CCC3)n[nH]c1=O	6	-1.5	-2	7	-1	-7	-1	-0.5	-7
COC(=O)/C=C/CC(C)OS(N)(=O)=O (stereo not given)	-1	-0.9	-2	-8	0	11	-5	0.0	4
O=C(/C=C/c1ccccc1)NNC(=O)c1ccco1	0	-1.2	1	9	-5	15	2	-0.2	-4
CSc1cccc(NC(=O)COc2ccccc2)c1	10	-0.8	-4	1	-3	6	-4	0.1	0
OC(COC(c1ccc(F)cc1)c1ccc(F)cc1)CN1CCCC(C(F)(F)F)C1 (stereo not given)	9	1.7	-1	9	1	2	-3	-0.1	-2
CCOC(=O)Cc1csc(SCC(=O)NC2CCCCC2)n1	-1	-0.3	-2	-2	2	4	-3	-0.3	1
O=C(Nc1nc(-c2cc3ccccc3o2)cs1)c1ccc(S(=O)(=O)N2CCCC2)cc1	11	4.0	-5	16	3	-16	6	0.1	-15
CCCN1CCN(C(=O)c2ccc(-c3ccc([N+](=O)[O-])cc3)o2)CC1	-7	0.1	.	.	-2	.	.	0.0	-49
O=C(CSc1ccncc1)Nc1ccc2ccccc2c1	11	1.9	1	5	-1	9	2	0.0	-10
O=C(Cn1cnc2cc([N+](=O)[O-])ccc2c1=O)NCCc1ccc(F)cc1	-4	1.9	4	4	0	0	-1	-0.2	22
CCOC(=O)c1sc(NC(=O)CSc2nc3c(cc2C#N)CCCCC3)c(C#N)c1C	-18	2.1	-3	1	0	-4	8	0.0	-3
NC(=O)Cc1ccc(C(=O)c2ccccc2)s1	3	3.8	0	-6	0	-18	0	0.2	-4
O=[N+]([O-])c1cc(N=Nc2ccc3ccccc3c2)ccc1O	-2	1.6	4	7	0	3	-1	-0.1	6
O=C(NCC1CCCCC1)C1CCC(=O)N(CCc2cccc(F)c2)C1 (stereo not given)	-1	-0.2	1	-7	-1	-5	-1	0.0	7
COC(=O)c1cc(C#N)c(NCc2ccc(Cl)cc2Cl)nc1C	-8	1.1	-4	-9	-3	3	-4	0.0	4
CCOC(=O)c1c(NC(C)=O)sc2c(OCC(O)CNC(C)(C)C)c(Br)ccc12 (stereo not given)	-9	5.2	-8	-18	3	-16	-3	0.1	-15
FC(F)(F)C(Oc1nc(NC2CCCCC2)nc(N2CCOCC2)n1)C(F)(F)F	-7	2.1	1	-1	2	-7	0	0.3	14
Cc1c2c(nc3c(C)cccc13)OC(C)C2 (stereo not given)	-7	0.2	-1	3	-1	7	6	-0.1	1
O=C(c1cc2cc(Br)ccc2o1)N1CCOCC1	3	-2.6	3	-1	0	4	-2	-0.1	9
O=C(O)/C=C/C(=O)Nc1ccc(SC(F)(F)F)cc1	-2	1.1	-1	-3	2	-5	-3	0.0	4
(continued)
SMILES	ZTA DNA inh	PP5 primary	CTSL1 counter	core dimer inh	PP1 inh	EBNA-1 inh	TPT1 inhibitor	Efflux pump inh	PREPL inhibitor
CCOC(=O)c1ccc(NC2c3ncccc3C(=O)N2Cc2ccc(F)cc2)cc1 (stereo not given)	2	3.5	2	2	0	-11	1	0.0	9
c1ccc2c(c1)CCNC2c1ccncc1 (stereo not given)	-9	1.0	-2	-2	-6	1	2	-0.1	-4
CCC(C(=O)NCc1ccco1)n1nc(C)n2c(cc3occc32)c1=O (stereo not given)	23	2.1	-2	1	-3	-3	-2	0.2	2
COC(=O)CSc1nc(C)c2ccc(OC)cc2n1	5	0.8	1	0	1	78*	6	0.1	10
COc1cc(C=O)ccc1OCCOCCOc1ccc(Cl)cc1Cl	7	1.5	1	7	9	9	-3	0.0	-24
CCOC(=O)N1CCN(CCC(=O)Nc2cc(C)ccc2OC)CC1	-6	1.8	-1	-6	-1	-2	2	0.0	11
COc1ccc(NC(=O)C2CCCN2C(=O)Nc2cccc(F)c2)cc1 (stereo not given)	16	-1.0	1	1	-1	3	-3	0.0	5
CCCOC(=O)C1[C@H]2C(=O)N(CC3CCCO3)C[C@]23C=C[C@H]1O3 (stereo not given in full)	10	-0.2	4	0	3	5	-2	0.0	-2
O=C(Nc1ccc(-c2csc(Nc3ccc(Cl)cc3)n2)cc1)c1cccc(C(F)(F)F)c1	-5	6.2	3	17	2	5	3	0.0	18
O=C(Nc1cccnc1)c1ccc(CSc2ccccc2)cc1	-15	0.1	1	-5	0	-2	1	0.0	4
Cc1nn(CC(=O)Nc2c(C)n(C)n(-c3ccccc3)c2=O)c(C)c1[N+](=O)[O-]	5	-3.0	-3	4	-4	-9	3	0.0	8
CN1CCN(c2ccc(-c3ccnn3C(=O)Nc3cccc(C(F)(F)F)c3)cc2)CC1	1	0.5	-5	1	-6	2	-2	-0.1	-4
O=C(Nc1nc2c(s1)CN(Cc1ccccc1)CC2)c1cccc(S(=O)(=O)N2CCc3ccccc32)c1	14	1.9	2	-35	12	-5	125*	0.6	-28
O=C(Nc1ccc(-c2nc3ccccc3[nH]2)cc1)c1ccc(N2C(=O)CCC2=O)cc1	25	-0.5	4	-13	5	11	0	0.1	3
O=C(c1ccccc1)C(C(=O)N1CCc2ccccc2C1)n1ccccc1=O (stereo not given)	8	0.1	0	4	-3	2	-1	0.2	-6
